PfHsp40 rescue: restores yeast growth despite PfHsp40 toxicity; S. cerevisiae expressing PfHsp40, growth rescue, ATP luminescence; growth rescue, % at 12.5 µM; 340,000 tested, 0.68% active; in the data active = growth rescue above about 28%, passing the limit was not always enough; inconclusive = no clear call, values can overlap the other calls;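 also: yeast W303a lacking pdr1 and pdr3 grown in galactose medium; growth measured after three days at 30 °C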
Mtb UGM inh: blocks M. tuberculosis UGM enzyme. inhibition, % at 10 µM. P9WIQ1. purified UGM, fluorescence polarization probe displacement. 320,000 tested, 0.06% active. AID 504406; in the data active = inhibition above about 10%, passing the limit was not always enough; inconclusive = no clear call, values can overlap the other calls
Target sequence (P9WIQ1 whole entry, looked up): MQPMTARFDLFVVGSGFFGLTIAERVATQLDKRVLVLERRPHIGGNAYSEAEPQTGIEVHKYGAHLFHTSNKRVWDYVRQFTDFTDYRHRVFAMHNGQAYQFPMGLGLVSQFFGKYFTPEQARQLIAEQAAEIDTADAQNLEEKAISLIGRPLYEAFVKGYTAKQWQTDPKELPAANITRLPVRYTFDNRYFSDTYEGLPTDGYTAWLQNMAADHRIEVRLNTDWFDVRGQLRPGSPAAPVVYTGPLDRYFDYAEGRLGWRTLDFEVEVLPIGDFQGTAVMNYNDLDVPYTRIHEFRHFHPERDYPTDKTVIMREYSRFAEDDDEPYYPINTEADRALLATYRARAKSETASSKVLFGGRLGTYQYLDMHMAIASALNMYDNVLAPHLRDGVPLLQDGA
Anthrax LF prot: anthrax lethal factor protease inhibition; P15917; multiplex microsphere protease cleavage assay, LF; inhibition, % at 10 µM; 360,000 tested, 0.12% active; also: plate controls were buffer without enzyme for full effect and enzyme alone for no effect
BoNT F protease: blocks Botulinum neurotoxin F light chain protease; AID 588497; inhibition, % at 10 µM; 360,000 tested, 0.22% active; Multiplex microsphere protease cleavage assay, flow cytometry; in the data active = inhibition above about 35%, passing the limit was not always enough; inconclusive = no clear call, values can overlap the other calls; also: plate controls were buffer without enzyme for full effect and enzyme alone for no effect
FBA Mtb inh: inhibitors of M. tuberculosis fructose-bisphosphate aldolase. purified M. tuberculosis FBA, fluorescence read-out. P9WQA3. inhibition, % at 1 µM. 360,000 tested, 2.3% active; in the data active = inhibition above about 27%;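 also: 0% = vehicle and 100% = reference inhibitor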
Target sequence (P9WQA3 whole entry, looked up): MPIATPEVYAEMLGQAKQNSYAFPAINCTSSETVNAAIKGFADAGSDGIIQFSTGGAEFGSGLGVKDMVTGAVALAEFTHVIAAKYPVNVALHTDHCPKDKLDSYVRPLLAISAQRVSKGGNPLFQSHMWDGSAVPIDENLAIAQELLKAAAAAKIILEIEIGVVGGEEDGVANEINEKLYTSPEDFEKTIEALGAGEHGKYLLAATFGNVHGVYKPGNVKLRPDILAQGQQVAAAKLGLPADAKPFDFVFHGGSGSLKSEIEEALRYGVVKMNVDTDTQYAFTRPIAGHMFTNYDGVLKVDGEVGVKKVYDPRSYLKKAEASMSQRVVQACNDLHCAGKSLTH
FadD28 FP inh: M. tuberculosis FadD28 bisubstrate binding inhibition; FadD28 bisubstrate probe binding, fluorescence polarization; inhibition, % at 12.5 µM; 360,000 tested, 0.22% active; in the data active = inhibition above about 8.5%, passing the limit was not always enough; inconclusive = no clear call, values can overlap the other calls
GDH-TPI inh: inhibits GDH-TPI coupling enzymes, artifact for Mtb FBA screen. GDH-TPI coupled enzyme counterscreen, NADH absorbance. inhibition, % at 4.8 µM. 360,000 tested, 1.2% active. AID 588335; in the data active = inhibition above about 30%;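 also: 0% = DMSO wells and 100% = wells lacking the enzyme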
Mtb BioA inh: blocks M. tuberculosis BioA enzyme activity. purified M. tuberculosis BioA enzyme, plate reader. inhibition, % at 9.99 µM. AID 602481. 360,000 tested, 0.096% active; in the data active = inhibition above about 40%; inconclusive = no clear call, values can overlap the other calls
BoNT-A LC inh2: BoNT A light chain protease inhibition; multiplex microsphere protease substrate cleavage, flow cytometry; inhibition, % at 10 µM; 360,000 tested, 0.17% active; AID 588499; also: plate controls were buffer without enzyme for full effect and enzyme alone for no effect
* marks the source's active call; other numbers are inactive results; ? = inconclusive; . = not tested or not shown. Rule as the data show it, unless noted: active = inhibition above about 30%; inconclusive = no clear call, values can overlap the other calls; inactive = below that.

no.	SMILES	PfHsp40 rescue	Mtb UGM inh	Anthrax LF prot	BoNT F protease	FBA Mtb inh
1	O=C(Nc1ccc(Br)cc1)c1cccnc1N1CCCCC1	2.3	0.5	-7.5	5.4	1.4
2	COc1nc(NC(C)C)nc(N(C#N)CN2C(=O)c3ccccc3S2(=O)=O)n1	2.7	0.2	-8.4	5.3	6.7
3	COc1ccc(-c2oc3ncn4nc(COc5ccccc5)nc4c3c2-c2ccc(OC)cc2)cc1	-0.7	1.3	-1.6	-4.5	2.0
4	COc1ccc(/C=C(\C#N)C(=O)Nc2cccc(C)n2)cc1	14.8	-1.9	5.0	9.8	-0.3
5	CCCCN1C2=C(C(=O)CCC2)C(c2ccc(Cl)c(Cl)c2)C2=C1c1ccccc1C2=O (configuration not stated)	0.9	-1.7	-7.3	-24.4	-14.2
6	Cn1c(=O)c2c(nc(CN3CCC(Cc4ccccc4)CC3)n2CCN2CCOCC2)n(C)c1=O	-0.9	.	-2.8	-2.7	0.1
7	Cc1nn(-c2ccccc2)nc1C(=O)OCC(=O)N1CCC(C)CC1	0.0	0.0	7.9	2.1	28.4*
8	Nc1ncnc2c1ncn2[C@@H]1O[C@H](C(=O)NS(=O)(=O)c2ccccc2[N+](=O)[O-])[C@@H](O)[C@H]1O	.	.	4.9	-12.6	2.4

no.	FadD28 FP inh	GDH-TPI inh	Mtb BioA inh	BoNT-A LC inh2
1	-2.4	6.2	2.0	7.5
2	-1.9	9.2	1.2	-0.5
3	-1.4	9.0	0.4	0.6
4	-0.5	21.4	.	3.5
5	-4.4	-10.8	0.5	1.8
6	-0.5	-4.4	-0.8	-1.7
7	0.0	-1.4	-0.3	2.8
8	-4.3	.	-0.9	0.5

5 compounds drawn at random from the list so far:
no.	SMILES	PfHsp40 rescue	Mtb UGM inh	Anthrax LF prot	BoNT F protease	FBA Mtb inh
4	COc1ccc(/C=C(\C#N)C(=O)Nc2cccc(C)n2)cc1	14.8	-1.9	5.0	9.8	-0.3
2	COc1nc(NC(C)C)nc(N(C#N)CN2C(=O)c3ccccc3S2(=O)=O)n1	2.7	0.2	-8.4	5.3	6.7
6	Cn1c(=O)c2c(nc(CN3CCC(Cc4ccccc4)CC3)n2CCN2CCOCC2)n(C)c1=O	-0.9	.	-2.8	-2.7	0.1
7	Cc1nn(-c2ccccc2)nc1C(=O)OCC(=O)N1CCC(C)CC1	0.0	0.0	7.9	2.1	28.4*
3	COc1ccc(-c2oc3ncn4nc(COc5ccccc5)nc4c3c2-c2ccc(OC)cc2)cc1	-0.7	1.3	-1.6	-4.5	2.0

no.	FadD28 FP inh	GDH-TPI inh	Mtb BioA inh	BoNT-A LC inh2
4	-0.5	21.4	.	3.5
2	-1.9	9.2	1.2	-0.5
6	-0.5	-4.4	-0.8	-1.7
7	0.0	-1.4	-0.3	2.8
3	-1.4	9.0	0.4	0.6

Later entries
no.	SMILES	PfHsp40 rescue	Mtb UGM inh	Anthrax LF prot	BoNT F protease	FBA Mtb inh
9	COc1ccc(N2CCN(C(=O)C3COc4ccccc4O3)CC2)cc1 (configuration not stated)	-0.6	-1.0	-2.7	-13.1	-2.1
10	Cc1cc(C)c(NC(=O)C2CCCN2CCOC(=O)c2ccccc2)c(C)c1 (configuration not stated)	9.4	-0.6	-0.5	-1.5	-1.2
11	CCN(CC)CCCn1c(=S)[nH]c2ccc(Cl)cc2c1=O	1.4	-0.8	-1.1	-1.0	2.9
12	COc1ccc(CCNC(=O)C/C(C)=N/NC(=O)C23CC4CC(CC(C4)C2)C3)cc1OC	-0.5	1.7	1.0	-4.6	2.5
13	Cc1n[nH]c(C)c1C(=O)CC1(O)C(=O)N(Cc2ccccc2)c2ccc(Br)cc21 (configuration not stated)	0.2	-0.5	1.3	-0.8	-0.5
14	CCN(CC)CCN1C(=O)C2C3c4ccccc4C(c4ccccc43)C2C1=O (configuration not stated)	0.1	-2.5	-1.9	0.1	2.8
15	CSc1ccc(CN2CCC(Oc3cccc(C(=O)N4CCCC4)c3)CC2)cc1	0.1	-1.7	1.3	5.7	5.8
16	Nc1ccc(-n2nc3ccccc3n2)cc1	1.2	-1.8	-7.4	12.7	7.0

no.	FadD28 FP inh	GDH-TPI inh	Mtb BioA inh	BoNT-A LC inh2
9	-1.8	-7.6	1.2	-0.7
10	-1.7	-2.3	.	-0.7
11	-4.6	-6.5	.	0.4
12	-4.2	2.2	.	-0.4
13	-4.8	10.1	1.0	0.7
14	-2.2	2.6	-0.6	-0.7
15	0.0	6.9	0.5	-1.7
16	-0.5	24.5	-3.6	-4.1

(further entries)
no.	SMILES	PfHsp40 rescue	Mtb UGM inh	Anthrax LF prot	BoNT F protease	FBA Mtb inh
17	O=C(N/N=C/c1c(O)n(Cc2ccccc2)c(=O)[nH]c1=O)c1ccccc1	-0.3	0.2	1.6	-0.9	7.5
18	CC(C)(C)C1=CC(=O)C(=O)C(C(C)(C)C)=C1	-0.5	-0.1	-0.6	3.3	-6.3
19	COc1ccc(CN2C(=O)c3cccnc3C2=O)cc1S(=O)(=O)N(C)c1cccc(C)c1	-1.6	-3.7	-1.8	-0.2	-0.6
20	CCN(CC)S(=O)(=O)c1cccc(NC(=O)COc2ccc(F)cc2Br)c1	-2.7	0.1	1.3	-2.3	-8.6
21	Cc1ccc(NC(=O)CC(=O)Nc2ccc(C)cc2)cc1	0.6	-0.3	7.4	3.1	-2.2
22	O=C(O)CCSC(=S)N1CCOCC1	2.1	1.4	2.7	-4.0	-0.2
23	CC(C)OC(=O)c1sc2nc3c(cc2c1N)C(=O)CCC3	2.5	3.0	-0.6	-17.4	5.4
24	C=CC[C@@H](CC(=O)NCCO)C(=O)N[C@H](C)COC(=O)[C@@H](CC=C)CC(=O)OC(C)(C)C	1.3	-0.6	-12.9	1.9	0.1

no.	FadD28 FP inh	GDH-TPI inh	Mtb BioA inh	BoNT-A LC inh2
17	-2.7	16.3	1.4	-1.1
18	-2.4	-11.6	.	1.2
19	-1.2	-3.5	1.4	-0.5
20	-6.3	-4.0	.	0.1
21	-0.4	-2.2	.	2.2
22	-1.4	3.7	-0.3	-0.4
23	-2.5	3.1	-1.1	0.9
24	-3.2	-1.7	-1.1	-0.5

(further entries)
no.	SMILES	PfHsp40 rescue	Mtb UGM inh	Anthrax LF prot	BoNT F protease	FBA Mtb inh
25	O=c1c2cc3ccccc3n2cnn1Cc1ccccc1F	2.6	-2.2	-5.9	-4.7	5.3
26	O=C(COC(=O)C1=COCCO1)Nc1ccccc1OC(F)F	-1.6	-5.3	3.3	-5.0	-1.4
27	O=C(NCc1ccncc1)C1=NN(c2ccccc2)C(=O)CC1	-1.4	-0.3	-3.2	0.4	1.6
28	COc1ccc(-c2n[nH]c(=S)n2N)c(OC)c1	-0.3	-1.7	8.9	-5.5	2.0
29	CC1N(C(=O)N2CCOCC2)CCN1S(=O)(=O)c1ccc(Cl)cc1 (configuration not stated)	0.1	0.1	5.3	-7.1	-3.7
30	COc1ccc(N2C(=O)CC(N3CCN(c4ccc(S(C)(=O)=O)cc4)CC3)C2=O)cc1 (configuration not stated)	-0.1	2.3	-0.7	-1.3	0.1
31	COc1ccc(NC(C)=O)cc1NS(=O)(=O)c1cn(C)c(=O)n(C)c1=O	0.0	-0.6	-5.6	2.5	1.6
32	COc1ccccc1C(=O)NCCn1cc(SCC(=O)NCC2CCCO2)c2ccccc21 (configuration not stated)	-0.3	-1.4	.	.	2.8

no.	FadD28 FP inh	GDH-TPI inh	Mtb BioA inh	BoNT-A LC inh2
25	-5.0	-8.1	.	-0.6
26	-1.7	1.3	.	-0.6
27	-0.2	3.4	.	0.7
28	-0.5	6.7	-1.0	-2.0
29	-0.4	-7.2	-2.8	-2.4
30	-1.1	0.5	-1.5	2.2
31	-4.3	3.3	-0.6	0.0
32	-0.9	0.7	0.0	.

(list continues)
no.	SMILES	PfHsp40 rescue	Mtb UGM inh	Anthrax LF prot	BoNT F protease	FBA Mtb inh
33	Cc1ccc(S(=O)(=O)N2[C@@H](c3ccc(C(C)(C)C)cc3)C(C(=O)O)=CC[C@H]2c2cccc(Cl)c2)cc1	-1.1	2.5	-0.1	0.0	1.6
34	Cc1ccc(N(CC(=O)O)S(=O)(=O)c2cccc3nonc23)cc1	-1.4	-0.3	2.4	-3.1	-1.6
35	CC1(c2ccc(C#N)cc2)NC(=O)N(CC(=O)Nc2cc(S(=O)(=O)N3CCOCC3)ccc2Cl)C1=O (configuration not stated)	-0.7	-0.1	-4.1	-2.4	0.2
36	CCC(=O)Nc1ccc(Cl)c(NC(=S)NC(=O)COc2ccc(Cl)cc2)c1	0.1	3.8	-0.4	-1.9	-1.3
37	Cc1cc(C)c2c(c1)cc(C)c1nnc(SCC(=O)Nc3cc(C)on3)n12	-0.8	-1.4	2.9	-1.0	-1.0
38	CN1CCN(c2cc(N3CCCC3)c([N+](=O)[O-])cc2F)CC1	0.7	0.9	3.0	-1.5	-7.2
39	CCOC(=O)/C=c1\s/c(=C\c2ccccc2C)c(=O)n1CC(=O)NCc1ccc2c(c1)OCO2	1.1	-0.9	-0.4	-5.2	0.1
40	Cc1ccc(C)c2sc(NC(=O)c3nc4ccccc4s3)nc12	-0.2	-1.0	-5.9	-0.1	-2.4

no.	FadD28 FP inh	GDH-TPI inh	Mtb BioA inh	BoNT-A LC inh2
33	-20.1	3.6	2.1	0.4
34	-1.1	2.2	-2.6	0.9
35	-2.1	0.0	.	0.0
36	-2.8	8.7	.	0.6
37	-2.8	-7.4	5.3	-0.7
38	-4.4	7.4	22.2	0.6
39	-4.7	-2.2	.	0.6
40	-2.0	8.7	-0.1	-0.3

New compounds follow
no.	SMILES	PfHsp40 rescue	Mtb UGM inh	Anthrax LF prot	BoNT F protease	FBA Mtb inh
41	CCN1CCN(C(=O)c2ccc(Cl)c(S(=O)(=O)N3CCCCCC3)c2)CC1	1.6	-0.8	2.0	-1.6	1.6
42	Cc1ccc(CN2CCN(c3ncccn3)CC2)c(C)c1	0.3	0.2	24.7	?	1.9
43	CCOC(=O)C1=C(COC(=O)c2cccnc2Cl)NC(=O)NC1C (configuration not stated)	0.6	-2.9	2.6	5.9	1.2
44	Cc1ccc(C)c(SCc2noc(C(=O)NC(C)C)c2C(=O)O)c1	-2.3	2.4	-5.4	3.1	-3.4
45	CCOc1ccc(C(=O)Nc2nnc(SCC(=O)NCC3CCCO3)s2)cc1OCC (configuration not stated)	1.5	3.6	0.7	3.9	0.0
46	O=[N+]([O-])NC1=NCN(Cc2ccco2)CN1Cc1ccco1	1.2	0.1	-1.9	-10.5	-0.8
47	Cc1nn(CC(=O)NCC2CCCO2)c(=O)c2cc3ccccc3n12 (configuration not stated)	0.0	0.2	1.4	-4.1	11.8
48	O=C(NC(=S)Nc1nc(-c2ccc(Br)cc2)cs1)c1cccnc1	-0.4	-0.6	-2.2	-2.1	0.3

no.	FadD28 FP inh	GDH-TPI inh	Mtb BioA inh	BoNT-A LC inh2
41	-3.7	-7.8	.	-1.3
42	1.1	5.5	-0.1	-3.5
43	-1.8	5.0	.	0.2
44	-5.1	-7.8	0.4	-0.3
45	-3.6	-0.3	0.0	2.7
46	-0.8	5.8	.	0.3
47	-2.4	5.2	1.1	-0.7
48	-4.2	2.1	.	-1.0

More structures
no.	SMILES	PfHsp40 rescue	Mtb UGM inh	Anthrax LF prot	BoNT F protease	FBA Mtb inh
49	Cc1ccccc1C(=O)c1cccn1CC(=O)N1CCCCC1	-2.2	3.2	2.3	-7.4	1.9
50	Cc1cc(C)c(S(=O)(=O)N(C)Cc2cnn(C)c2)c(C)c1	0.4	-2.0	-5.4	-6.8	0.7
51	c1ccc(Sc2ccccc2CN2CCCC2)cc1	.	1.0	-8.6	-1.2	0.8
52	O=C(COC(=O)COc1ccccc1)NC12CC3CC(CC(C3)C1)C2	0.7	2.4	-1.4	6.5	-1.5
53	Cc1cccc(S(=O)(=O)Nc2nc3ccccc3nc2OC(C)C)c1	0.5	0.0	13.2	11.9	0.7
54	Clc1ccc2nc(N3CCNCC3)nc(-c3ccccc3)c2c1	-1.6	0.6	4.6	-56.8	12.6

no.	FadD28 FP inh	GDH-TPI inh	Mtb BioA inh	BoNT-A LC inh2
49	-3.8	1.7	-1.2	-1.0
50	-1.5	0.9	-0.4	0.2
51	-0.1	4.4	6.2	0.2
52	-1.5	1.5	0.6	-0.6
53	.	-1.3	-0.3	2.0
54	-5.6	6.5	-0.7	9.9

Source: PubChem BioAssay
